Compound activity: PubChem BioAssay, National Center for Advancing Translational Sciences (NCATS)
D1 PAM: enhances dopamine response at the human D1 receptor; potentiation, % at 10 µM; HEK293 TREx D1 cells, calcium flux, dopamine EC20 potentiation; P21728; hit rate 0.036% among 360,000; in the data active = potentiation above about 30%; also: 0% is about no effect
D1 antag: antagonists of human D1 dopamine receptor; P21728; HEK293 TREx D1 cells, calcium flux, dopamine EC80; active compounds read low; activity change, negative = inhibition, % at 10 µM; hit rate 3.2% among 360,000; in the data active = activity change below about -30%; also: % is scaled to controls: 0 for no effect and ±100 for the full control effect
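After overnight tetracycline induction at 30 C, force-coupled D1 HEK293 cells took up a no-wash calcium dye at room temperature. Compounds were added and monitored 180 s, and the response to EC80 dopamine was then recorded.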
RXFP1 antag: blocks the human relaxin receptor RXFP1; Q9HBX9; HEK293-RXFP1, relaxin-stimulated cAMP HTRF, 30 min; active compounds read low; activity change, negative = inhibition, % at 57.5 µM; hit rate 0.59% among 350,000; AID 1259400;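 active = activity change of -60% or lower, but not beyond a set lower limit; inconclusive = change between -60% and -40%, or beyond the set limit; inactive = change above -40%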; also: % is scaled to controls: 0 for no effect and ±100 for the full control effect
Target sequence (Q9HBX9 whole entry, looked up): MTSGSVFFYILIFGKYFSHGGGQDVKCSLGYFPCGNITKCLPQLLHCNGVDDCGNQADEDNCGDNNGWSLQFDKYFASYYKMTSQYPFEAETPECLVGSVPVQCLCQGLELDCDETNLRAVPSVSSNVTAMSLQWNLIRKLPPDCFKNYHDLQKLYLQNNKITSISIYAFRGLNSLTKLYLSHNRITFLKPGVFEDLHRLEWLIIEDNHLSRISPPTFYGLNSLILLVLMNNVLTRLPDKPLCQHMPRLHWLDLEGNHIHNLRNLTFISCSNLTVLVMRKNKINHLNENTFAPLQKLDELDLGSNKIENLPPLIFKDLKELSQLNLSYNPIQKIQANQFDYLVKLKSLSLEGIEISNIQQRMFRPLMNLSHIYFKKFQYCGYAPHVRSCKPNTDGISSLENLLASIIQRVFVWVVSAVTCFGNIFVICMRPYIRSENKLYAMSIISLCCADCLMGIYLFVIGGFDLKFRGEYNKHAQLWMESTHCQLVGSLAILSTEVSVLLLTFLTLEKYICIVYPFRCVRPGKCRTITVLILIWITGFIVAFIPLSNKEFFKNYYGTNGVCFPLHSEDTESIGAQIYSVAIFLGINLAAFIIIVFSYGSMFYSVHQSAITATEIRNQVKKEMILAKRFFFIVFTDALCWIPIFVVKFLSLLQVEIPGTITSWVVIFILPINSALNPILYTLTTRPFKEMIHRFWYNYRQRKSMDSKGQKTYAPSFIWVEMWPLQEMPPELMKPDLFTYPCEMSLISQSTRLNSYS
D2 PAM: positive allosteric modulators of human D2 dopamine receptor; HEK293 T-REx D2, calcium flux, EC20 dopamine potentiation; potentiation, % at 10 µM; hit rate 0.34% among 340,000; AID 485347;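 active = potentiation over 3 SD above the plate norm, cut at about 30% in these data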; also: 0% is about no effect
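Calcium flux readout, no-wash dye, 1 read/s. Inducible HEK293 Trex D2 line, overnight 30 C. Compound alone 180 s (agonist flags), then EC20 dopamine, another 180 s to score potentiation.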
TRHR enhancer: allosterically enhances the human TRH receptor | TRHR cells, fluo-8 calcium fluorescence, EC20 TRH enhancement | enhancement, % at 2 µM | hit rate 0.66% among 360,000; in the data active = enhancement above about 30%; also: 0% is about no effect
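TRHR-expressing cells loaded with fluo-8 calcium dye were read kinetically (ex 480/em 530) during compound addition, then stimulated with an EC20 of TRH (10 nM final). Enhancement of the Gq-mediated intracellular calcium response was scored.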
RXFP1 ag: activates the human relaxin receptor RXFP1. hit rate 0.3% among 370,000. HEK293T-RXFP1 cAMP TR-FRET, 30 min; response scale: percent of porcine relaxin response, buffer zero. Potency, µM (doses to about 57.5 µM), for the others: at the top dose activation, actives largely listed as activators. Q9HBX9; also: potency is read from the fitted curve at half-maximal effect; % is scaled to controls: 0 for no effect and ±100 for the full control effect; nearly all actives have a fitted effect of over 60% in size; many of its hits are not listed in these tables
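HEK293T cells stably expressing RXFP1 were pretreated with the PDE4 inhibitor Ro 20174, exposed to compounds for 30 min at 37C, lysed, and cAMP was read by TR-FRET. Data normalized to buffer (basal) and 29 nM porcine relaxin (100%).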
TRHR ag: agonists of human TRH receptor. AID 493084. hit rate 0.18% among 360,000. P34981. TRHR cells, calcium flux fluo-8, FDSS agonist mode. activation, % at 2 µM; in the data active = activation above about 30%; also: 0% is about no effect
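Steps: seed TRHR cells overnight; add fluo-8 no-wash Ca dye, RT 30 min–1.5 h; record 10 s baseline; pin-transfer compounds; monitor fluorescence 1 cycle/s for the agonist window. Calcium increases flag candidate agonists.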
D1 agonist: activates the human D1 dopamine receptor | P21728 | HEK293 T-REx D1 cells, calcium flux, agonist mode | activation, % at 2 µM | hit rate 1% among 360,000; in the data active = activation above about 30%; also: 0% is about no effect
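Inducible HEK293 T-REx D1 cells, force-coupled to calcium signalling, were plated at 4000 cells/well with tetracycline and held overnight at 30 C. After no-wash calcium dye loading, compound-evoked calcium rise over 180 s flagged agonists.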
Anesthetic bind: binds horse apoferritin like a general anesthetic. P02791. apoferritin/1-aminoanthracene competitive binding, fluorescence. Potency, µM (highest dose often 77.5 µM), inactives show top-dose activity change, negative = displacement, most hits filed as inhibitors. hit rate 0.074% among 350,000; also: potency is read from the fitted curve at half-maximal effect; % is scaled to controls: 0 for no effect and ±100 for the full control effect; nearly all actives have a fitted effect of over 20% in size
Target sequence (P02791 2-175 limits assumed): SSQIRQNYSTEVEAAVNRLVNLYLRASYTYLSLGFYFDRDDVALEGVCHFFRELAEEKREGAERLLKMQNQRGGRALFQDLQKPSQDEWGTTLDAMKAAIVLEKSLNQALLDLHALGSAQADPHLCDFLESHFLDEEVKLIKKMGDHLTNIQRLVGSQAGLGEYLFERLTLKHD
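Probe: 1-aminoanthracene (50% saturated, PBS). Protein: horse-spleen apoferritin, 10 uM. Incubation: 10 min, room temperature. Detection: 380 nm excitation, 535 nm emission. Analysis: normalized response, four-parameter Hill.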
* marks the source's active call; other numbers are inactive results; ? = inconclusive; / = not tested or not shown. Unless noted, calls follow the shape of the dose curve; as a rule, active = well fitted curve in the direction sought with a large enough effect; inconclusive = small, poorly fitted or top-dose-only effect, or another doubt; inactive = no such curve, though single readings can be large; an effect the other way counts as inactive or inconclusive. Only part of the results is shown. The share of hits here may be higher or lower than overall.

SMILES	D1 PAM	D1 antag	RXFP1 antag	D2 PAM	TRHR enhancer	RXFP1 ag	TRHR ag	D1 agonist	Anesthetic bind
CN1CCN(Cc2ccc(-c3ccc(Cl)cc3)o2)CC1	-2	-24	-29	-32	4	0.4%	1.4	15	2%
O=S(=O)(c1ccc(Oc2ccc(S(=O)(=O)N3CCOCC3)cc2)cc1)N1CCOCC1	-7	-20	-2	-4	-3	-0.4%	1.1	7	-8%
CC1=NN(c2ccccc2)C(=O)/C1=C/N(C)C	-1	-13	15	-2	-8	0.0%	0.5	0	-1%
CCOc1ccccc1C1CC(=O)Nc2cc3c(cc21)OCO3 (stereo unspecified)	1	-8	1	3	5	4.8%	-0.3	5	-14%
c1ccc2c(c1)CNc1ccccc1C2	0	-14	-7	0	10	1.1%	11	1	-10%
COc1ccc(/C=N/Nc2cc(C)nc(N3CCOCC3)n2)cc1OC	-8	3	-22	-1	1	2.4%	-0.8	0	1%
CCC(=O)n1nc(-c2cccnc2)nc1NCc1cccs1	-2	7	-16	/	-5	-0.6%	-0.6	0	-12%
Cc1ccc(C2=NS(=O)(=O)N(C)C(C(=O)NCc3cccs3)=C2)cc1	-12	-18	-2	-15	-3	2.3%	-0.5	3	?
O=C(NNc1ccccc1[N+](=O)[O-])Nc1ccc(F)cc1F	-1	0	1	13	1	1.4%	0.2	1	6%
O=C(COC(=O)c1cc([N+](=O)[O-])ccc1N1CCOCC1)Nc1cc(F)ccc1F	5	6	-3	1	11	0.5%	-0.1	0	/
Cc1ccccc1N1CCN(C2CCCN(C(=O)CCN3CCCCC3=O)C2)CC1 (stereo unspecified)	-6	17	19	0	4	-2.9%	-0.5	1	-3%
CCC1=NN2C(=N)/C(=C\c3cccn3-c3c(C)cccc3C)C(=O)N=C2S1	-8	-12	-26	7	-1	1.6%	-0.8	3	?
Cc1cc(S(=O)(=O)N2CCCC2)ccc1OCC(=O)Nc1ccccc1	-4	-26	1	-10	-1	-0.2%	-0.2	6	-11%
Cc1cccc(CSc2nnc(-c3ccccn3)n2N)c1	-4	-7	5	-1	3	-0.3%	0.7	0	-20%
CCn1c(SCC(=O)OC2CCCCC2)nnc1-c1ccncc1	-4	1	-5	9	-1	1.3%	1.5	0	?
CCCN1C(=O)C(NC(=O)c2ccncc2)(C(F)(F)F)C2=C1CC(C)(C)CC2=O (stereo unspecified)	0	2	0	/	-3	0.5%	-0.8	1	-7%
CCOC(=O)c1ccc(NC(=O)c2cn(CCC#N)nc2-c2ccc3c(c2)OCCO3)cc1	-8	-2	-6	11	1	-0.7%	1.3	5	2%
CSc1nc2c(c(=O)[nH]c(=O)n2C)n1Cc1ccc(Cl)cc1	-6	-4	13	-5	-18	0.0%	-0.5	0	-6%
COc1ccccc1N(CC(=O)NCCSc1ccccn1)S(=O)(=O)c1ccccc1	4	0	-4	4	12	2.3%	-0.3	0	-3%
Cc1cccn2c(=O)c(/C=N/O)c(Nc3ccccc3F)nc12	-4	-7	10	-12	-5	5.8%	0.2	0	0%
Cc1ccc(CSC2=Nc3ccccc3C3=NC(CC(=O)NCc4cccs4)C(=O)N23)cc1 (stereo unspecified)	2	16	-25	-6	5	3.5%	-0.3	0	-10%
CC12CCC(C/C1=N/NC(=O)COc1ccccc1Cl)C2(C)C (stereo unspecified)	0	-5	-4	5	0	0.4%	-0.2	2	-10%
O=c1cc(-c2ccc(Cl)cc2)oc(=O)[nH]1	2	2	6	-6	-1	-1.0%	-0.3	4	-12%
O=C(NCCOc1ccc(Cl)cc1)C1CC(=O)N(c2ccc3c(c2)OCCO3)C1 (stereo unspecified)	-1	6	10	-2	1	0.6%	-0.3	-1	/
CCOC(=O)N1CCc2c(sc3c2c(=O)n(-c2ccc(CC)cc2)c(=O)n3CC(=O)Nc2ccc(C)cc2)C1	0	20	0	2	18	2.6%	0.8	1	-8%

Given field by field: part of the list above
> Cc1cccc(CSc2nnc(-c3ccccn3)n2N)c1
  D1 PAM: -4; D1 antag: -7; RXFP1 antag: 5; D2 PAM: -1; TRHR enhancer: 3; RXFP1 ag: -0.3%; TRHR ag: 0.7; D1 agonist: 0; Anesthetic bind: -20%

> CCn1c(SCC(=O)OC2CCCCC2)nnc1-c1ccncc1
  D1 PAM: -4; D1 antag: 1; RXFP1 antag: -5; D2 PAM: 9; TRHR enhancer: -1; RXFP1 ag: 1.3%; TRHR ag: 1.5; D1 agonist: 0; Anesthetic bind: ?

> CCCN1C(=O)C(NC(=O)c2ccncc2)(C(F)(F)F)C2=C1CC(C)(C)CC2=O (stereo unspecified)
  D1 PAM: 0; D1 antag: 2; RXFP1 antag: 0; D2 PAM: /; TRHR enhancer: -3; RXFP1 ag: 0.5%; TRHR ag: -0.8; D1 agonist: 1; Anesthetic bind: -7%

Next section.
SMILES	D1 PAM	D1 antag	RXFP1 antag	D2 PAM	TRHR enhancer	RXFP1 ag	TRHR ag	D1 agonist	Anesthetic bind
CCOC(=O)Cc1csc(NC(=O)COc2ccc3c(c2)CCC3)n1	-7	-17	-15	1	-5	1.9%	0.2	15	-6%
COc1cc2c(cc1OC)C(c1ccccc1)NCC2 (stereo unspecified)	-1	6	7	7	7	7.7%	2.2	3	-6%
Cn1cc(Cl)c(C(=O)Nc2nc3ccc(Cl)cc3s2)n1	-8	-22	-8	/	-4	0.8%	0.0	2	-12%
CN(C)CCOc1cc(Cl)cc(Cl)c1	-4	-19	-5	-10	-1	-0.5%	0.9	2	-6%
Cc1ccc2c(c1)CC(C)N2S(=O)(=O)c1nnc(NC(=O)c2ccccc2F)s1 (stereo unspecified)	-2	5	-37	1	14	0.7%	-0.3	0	-2%
OCCNCc1cccc(OCc2ccc(Cl)cc2)c1	-2	8	-6	10	4	2.2%	0.1	26	?
COc1ccc(NC(=O)C2CCN(S(=O)(=O)c3ccc4c(c3)NC(=O)CO4)CC2)cc1	-1	8	-4	-2	-3	-2.5%	0.0	5	-8%
CCOc1cc(C(=O)NCCC(=O)N2CCC3(CC2)NCCc2[nH]cnc23)cc(OCC)c1OCC	-6	-10	-4	-8	-7	0.0%	0.8	2	-3%
O=C(O)CCc1ccc(-c2ccc(Cl)cc2)n1CC(=O)O	-12	-14	14	9	5	0.3%	0.6	2	-4%
Cc1c(O)ccc(/C(Cc2ccc3ccccc3n2)=N\N)c1O	2	17	0	7	4	0.0%	6.3	16	4%
N#Cc1nc(Nc2ccc3ccccc3c2)nc(NC2CCCC2)n1	7	39	/	/	26	/	1.1	4	/
CCOc1ccccc1NC(=S)N1CCC(NC(=O)C(C)(C)C)CC1	-3	8	7	1	-4	4.4%	2.1	1	-3%
C/C(=N\OCc1nc2ccccc2c(=O)n1/N=C/c1cc([N+](=O)[O-])ccc1O)c1ccccc1	14	-13	-17	4	1	5.6%	1.5	19	-12%
O=C(CCc1ccccc1)C(=O)N1CCCC(C(=O)c2cccc(Cl)c2)C1 (stereo unspecified)	0	-26	0	2	-15	-0.2%	3.5	8	?
CCCCOCCCNS(=O)(=O)c1ccccc1	-3	1	5	4	1	0.1%	0.3	2	-22%
O=C(CSc1nc2ccccc2o1)N1CCOCC1	0	-12	14	2	-5	3.4%	-0.1	2	0%
COc1ccc(-n2c(SCC(=O)Nc3ncc(Cl)cc3Cl)nc3ccccc32)cc1	6	21	/	-1	-1	3.7%	-0.1	3	-11%
CN1CCC(N2CCN(c3cccc(C(F)(F)F)c3)CC2)CC1	0	4	-6	-1	11	-0.5%	1.5	7	-3%
COc1ccc2c(c1)/C(=N/N1C(=O)c3ccccc3C1=O)C(=O)N2	-1	4	/	2	-4	-2.2%	0.1	4	-5%
Cc1ccc(OC(=O)c2cc(=O)c3ccccc3o2)cc1	1	7	-5	/	-4	-0.2%	-0.4	3	2%
O=C(O)C1CSC(c2ccccc2)N1C(=O)c1ccco1 (stereo unspecified)	8	-3	-3	4	4	0.4%	0.4	1	-4%
O=C1OC(/C=C/c2ccccc2)=NC/1=C/C=C/c1ccccc1	5	-8	2	-1	2	-0.8%	0.2	3	-12%
Cc1cc(C)n(-c2nnc(C)c(=O)[nH]2)n1	-2	5	2	-8	-5	-0.1%	0.9	2	-4%
Cc1ccc(NC(=O)CN(C)CC(=O)Nc2ccccc2-c2ccccc2)cc1	1	-22	-11	0	-5	-2.5%	-0.5	2	-11%
CC1CCc2c(sc3nc(SCC(=O)O)n(-c4ccccc4)c(=O)c23)C1 (stereo unspecified)	3	-14	-1	-6	-7	-0.7%	0.3	3	13%
CSc1sc(-c2n[nH]c(=S)n2C)c2c1C=CCC2	-2	2	-25	-3	2	-21%	-0.4	0	-9%
O=C(CSc1nccc(=O)[nH]1)NCc1ccc(Cl)cc1	2	0	2	-16	12	0.0%	0.4	2	-1%
CC(=O)c1cccc(NC(=O)COC(=O)COc2c(Cl)cc(Cl)c3ccc(C)nc23)c1	-6	-11	-13	-10	0	1.3%	-0.1	0	-23%
c1c(CC2CCCC2)nnn1C[C@H]1CC[C@@H]([C@@H]2CC[C@H](Cn3cc(CC4CCCC4)nn3)O2)O1	-1	0	/	-2	-3	3.0%	-1.9	0	-2%
COc1ccc(CCNC(=O)c2cccc(-n3c(C)nc4cccnc43)c2)cc1OC	1	-12	-8	10	2	12%	-0.5	1	7%

Of the compounds above, these have a CF3 group.
SMILES	D1 PAM	D1 antag	RXFP1 antag	D2 PAM	TRHR enhancer	RXFP1 ag	TRHR ag	D1 agonist	Anesthetic bind
CCCN1C(=O)C(NC(=O)c2ccncc2)(C(F)(F)F)C2=C1CC(C)(C)CC2=O (stereo unspecified)	0	2	0	/	-3	0.5%	-0.8	1	-7%
CN1CCC(N2CCN(c3cccc(C(F)(F)F)c3)CC2)CC1	0	4	-6	-1	11	-0.5%	1.5	7	-3%

No new results follow: 2 of the compounds above.
SMILES	D1 PAM	D1 antag	RXFP1 antag	D2 PAM	TRHR enhancer	RXFP1 ag	TRHR ag	D1 agonist	Anesthetic bind
CCOC(=O)Cc1csc(NC(=O)COc2ccc3c(c2)CCC3)n1	-7	-17	-15	1	-5	1.9%	0.2	15	-6%
COc1cc2c(cc1OC)C(c1ccccc1)NCC2 (stereo unspecified)	-1	6	7	7	7	7.7%	2.2	3	-6%
